Screens (PubChem)
GPR7 antagonist: blocks human GPR7 receptor signaling. P48145. GPR7-expressing cells, fluorescence antagonist assay. AID 1861. 290,000 compounds, 1.1% hits. inhibition, % at 4.4 µM; in the data active means inhibition above about 16%, passing the limit was not always enough;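 further: cells stimulated with the agonist NPW; 0% = agonist with vehicle and 100% = vehicle without agonist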
Target sequence (P48145 whole entry, looked up): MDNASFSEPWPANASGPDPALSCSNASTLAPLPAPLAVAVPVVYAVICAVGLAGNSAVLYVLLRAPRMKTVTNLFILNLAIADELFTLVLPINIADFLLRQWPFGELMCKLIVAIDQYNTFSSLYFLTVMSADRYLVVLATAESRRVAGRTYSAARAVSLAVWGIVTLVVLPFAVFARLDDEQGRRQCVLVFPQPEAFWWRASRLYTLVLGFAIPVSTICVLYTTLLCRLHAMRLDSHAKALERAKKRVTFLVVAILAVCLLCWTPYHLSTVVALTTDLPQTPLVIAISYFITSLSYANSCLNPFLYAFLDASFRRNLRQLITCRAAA
PfM18AAP inh: blocks P. falciparum M18 aspartyl aminopeptidase; recombinant PfM18AAP, H-Glu-NHMec fluorogenic cleavage; inhibition, % at 7.35 µM; 290,000 compounds, 1.2% hits; AID 1822;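 active means inhibition above the campaign mean inhibition over all tested compounds plus 3 SD, cut at about 28% in these data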;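 further: 0% = plate median of test compound wells and 100% = 2 mM ZnCl2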
IDE inh: cellular human IDE inhibition; P14735; HEK cells, FAbetaB cleavage, fluorescence polarization; inhibition, % at 5.59 µM; 320,000 compounds, 0.41% hits;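 active means percent inhibition above the average of all tested compounds plus 3 SD, set per screening campaign, cut at about 16% in these data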;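 further: IDE supplied by intact live HEK cells; FP after avidin binding of uncleaved biotin substrate so inhibition keeps polarization high; 0% = DMSO wells and 100% = 60 µM reference IDE inhibitor Ii1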
IDE cell activ: activators of human insulin-degrading enzyme in cells; AID 493087; P14735; activation, % at 5.96 µM; 340,000 compounds, 0.073% hits; HEK cells, FAbeta-B cleavage, fluorescence polarization; 0% vehicle, 100% cell-free pure enzyme wells;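 active means activation above the mean of all tested compounds plus 3 SD, set per screening campaign, cut at about 17% in these data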
VIM-2 inh: inhibitors of Pseudomonas aeruginosa VIM-2 metallo-beta-lactamase. purified VIM-2, nitrocefin hydrolysis, epi-absorbance fluorescence. inhibition, % at 5.6 µM. 290,000 compounds, 0.89% hits;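 active means inhibition above the mean of all tested compounds plus 3 SD, cutoff set per screening run, cut at about 7.5% in these data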;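 further: red hydrolysis product quenches plate fluorescence so inhibitors raise well fluorescence; 0% = enzyme with DMSO and 100% = DMSO without enzyme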
NALP1 inh: blocks the NALP1 inflammasome reconstituted in yeast | 280,000 compounds, 0.61% hits | inhibition, % at 10 µM | S. cerevisiae NALP1/ASC/caspase-1 growth, X-gal OD620, 72 h; in the data active means inhibition mostly above about 24%, no sharp cut-off; inactive means mostly below about 32%; further: some compounds called inactive have numbers as strong as hits
IMP-1 inh: inhibitors of Pseudomonas aeruginosa IMP-1 metallo-beta-lactamase; inhibition, % at 5.6 µM; 290,000 compounds, 0.45% hits; AID 1556; purified IMP-1, nitrocefin hydrolysis, epi-absorbance fluorescence;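 active means inhibition above the mean plus 3 SD of all compounds in the same screening run, cut at about 4.5% in these data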;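 further: 0% = IMP-1 with DMSO and 100% = DMSO wells lacking enzyme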
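Assay system: purified recombinant IMP-1 beta-lactamase. Input: IMP-1 0.2 nM before substrate addition. Buffer or medium: Zinc- and detergent-supplemented HEPES buffer, pH 7.1. Schedule: 25 °C, 15 min preincubation, 25 min reaction. Signal: Epi-absorbance fluorescence, 480 nm excitation, 530 nm emission. Evaluation: percent inhibition from optical density relative to buffer-blank wells.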
pCIP destab: lowers stability of the mouse p/CIP coactivator protein; decrease of EGFP signal, % at 10 µM; F442A p/CIP-EGFP cells, EGFP fluorescence, 16 h; Q05BA5; 290,000 compounds, 0.01% hits;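 active means EGFP signal decrease of at least 30% at 10 µM or well 3 SD below plate mean, unless failing retest; inactive means the rest, including hits failing retest or dose response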; further: some compounds called inactive have numbers as strong as hits; many of its hits are not listed in these tables
PHOSPHO1 inh: blocks human PHOSPHO1 phosphatase activity; 290,000 compounds, 1.1% hits; Q8TCT1; inhibition, % at 13.3 µM; recombinant PHOSPHO1, absorbance phosphatase assay; in the data active means inhibition above about 60%
Target sequence (Q8TCT1 whole entry, looked up): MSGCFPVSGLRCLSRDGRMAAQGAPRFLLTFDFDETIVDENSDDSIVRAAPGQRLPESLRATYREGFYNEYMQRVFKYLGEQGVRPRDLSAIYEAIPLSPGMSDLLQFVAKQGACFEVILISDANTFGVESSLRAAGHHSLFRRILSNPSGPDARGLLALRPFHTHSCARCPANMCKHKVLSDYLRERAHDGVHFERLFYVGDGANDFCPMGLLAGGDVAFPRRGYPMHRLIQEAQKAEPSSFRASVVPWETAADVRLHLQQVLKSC
An asterisk follows results filed as active; . = no result given; & = joins results of further samples.

nr	SMILES	GPR7 antagonist	PfM18AAP inh	IDE inh	IDE cell activ	VIM-2 inh	NALP1 inh	IMP-1 inh	pCIP destab	PHOSPHO1 inh
1	CCOC(=O)c1cc2c(=O)n3ccccc3nc2n(Cc2ccco2)c1=NC(=O)c1cccc(OC)c1	-1	0	2	-5	3.6	-5	-1.6	-15	-15
2	CCOc1ccc(N(Cc2ccc(C(=O)O)cc2)S(=O)(=O)c2ccc(C)cc2)cc1	-9	5	-1	4	-3.2	-1	-2.1	-21	23
3	Cc1c2c(nc3c(C(=O)NC4CC4)cnn13)CCCC2	-10	-7	3	-7	5.6	13	-0.9	5	9
4	Cc1cc(NC(=O)c2ccccc2)n(-c2nc3ccccc3[nH]2)n1	-6	-6	-4	7	-4.6	-4	-4.0	-20	13
5	CC(C)CCOCC(O)CCC(=O)NNC(=S)Nc1ccccc1 (centres undefined)	-3	8	1	2	-1.3	7	-2.9	-11	-4
6	Cc1cc(OCCN2CCCC2)ccc1C(C)C	-2	1	4	1	-1.7	13	-0.7	7	21
7	Nc1nonc1C(=O)NCCNS(=O)(=O)c1ccc(Br)cc1	-15	0	4	7	-1.4	39	-1.2	-2	7
8	Cc1ccc(S(=O)(=O)Nc2cccc(-c3cn4ccsc4n3)c2)cc1	2	-7	-1	2	0.3	0	1.9	20	26
9	CCOc1ccc(S(=O)(=O)N(C)C2CCCCC2)cc1	-9	-5	-4	0	-0.4	-1	-1.0	-13	33
10	CCC(C)NC(=O)CC(c1ccccc1)c1cc(C)ccc1O (centres undefined)	-14	3	-7	-4	-1.2	7	-1.7	3	-5
11	CCOC(=O)C1CCN(C(=O)CSCCSCC(=O)N2CCC(C(=O)OCC)CC2)CC1	14	4	3	3	-0.4	-19	0.4	-4	5
12	CCc1ccc(N2CC(C(=O)Nc3ccc(C)c(S(=O)(=O)N4CCOCC4)c3)CC2=O)cc1 (centres undefined)	-1	-3	4	0	2.4	25	0.7	-4	16
13	CC(=O)c1ccc(N2CCN(S(=O)(=O)c3cc(-c4cc(C)no4)ccc3C(C)C)CC2)cc1	2	0	4	-1	-0.7	12	0.7	4	12
14	CCCNCC1C(Oc2ccc(Cl)cc2Cl)C(=O)N1c1cccc(C)c1C (centres undefined)	2	3	-7	3	-3.0	-12	-0.9	1	3
15	COC(=O)NC(NC(=S)Nc1cccc(C)c1)C(Cl)(Cl)Cl (centres undefined)	-5	-4	3	0	0.2	-3	-1.3	-18	37
16	NC(=O)c1sc2cc(C(F)(F)F)cnc2c1-c1ccccc1	1	-2	2	4	0.7	2	-0.5	2	28
17	CCCOc1ccc(CSc2n[nH]c(C)n2)cc1	-8	1	4	5	-2.6	.	-3.4	-14	3
18	COc1cc2nc(N3CCN(C(=O)c4ccco4)CC3)nc(N)c2cc1OC	5&-10	-2&3	-7&-5	-3	-0.1&-2.6	8&0	-2.2&-2.0	0&0	-6&32
19	COc1ccc(OC)c(-n2c(=S)[nH]c3cc(C(=O)N4CCN(c5ccccc5)CC4)ccc3c2=O)c1	-14	1	-2	1	-3.1	-7	-4.4	-6	8
20	COc1ccc(/C=C/c2nc(-c3ccccc3O)n(-c3ccccc3)n2)cc1	-11	-4	-2	8	-3.8	19	-0.1	-19	3
21	CC(=O)N1CCN(c2ccc(NC(=O)c3ccccc3)cc2)CC1	1	7	-4	3	1.7	15	-4.6	-13	18
22	COC(=O)[C@@]1(Cc2ccc(F)cc2)[C@H]2c3cc(C(=O)N(C)C)n(Cc4c(CO)[nH]cc(C)c4=O)c3C[C@H]2CN1C(=O)c1ccccc1	-6	-3	1	.	-3.4	23	-4.3	-4	-21
23	CCc1ccc(-c2csc(-c3c[nH]c4ccccc34)n2)cc1	-7	-7	0	5	-0.9	24	-1.4	-16	-92
24	CCOc1ccc(N(CC(=O)NCc2ccc(C)cc2)S(=O)(=O)c2c(C)[nH]c(=O)[nH]c2=O)cc1	-13	7	-3	1	-0.7	10	-2.0	1	37
25	Cc1cc(=O)n2nc(-c3ccccc3)sc2n1	-11	-2	-1	-3	-0.9	12	-2.9	1	21
26	Cc1cc(=O)[nH]c(N/N=C/c2ccccc2C(F)(F)F)n1	12	-10	8	1	-2.3	6	-3.5	-2	48
27	O=C(NC1CCCC1)C1c2ccccc2C(=O)N1CCCN1CCOCC1 (centres undefined)	-14	3	0	-2	-3.1	32	-2.7	-1	-6
28	CCC(=O)Nc1ccc(C(=O)NNC(=O)c2ccccc2)cc1	5	3	7	5	-3.0	13	-1.8	-1	40
29	Cc1cc(Oc2ccc(=O)n(C)n2)nc(SCc2ccccc2)n1	3	-7	2	-1	-0.1	16	-1.2	-7	24
30	Cc1ccc(C(C)C)cc1OCCOCCN1CCCC1	-1	3	3	6	-5.0	10	-4.9	-2	-2
31	CCC1Sc2ccc(S(=O)(=O)CCC(=O)Nc3ccc(C(=O)OC)cc3)cc2NC1=O (centres undefined)	-4	-3	3	1	-1.1	19	0.3	-1	30
32	Cc1ccc(C(=O)n2c3ccccc3c3ccccc32)cc1	-2	4	-1	0	-3.6	6	0.5	-6	-16
33	C=CCOC(=O)C1=C(C)N=C2SCCC(=O)N2C1/C=C/c1ccccc1 (centres undefined)	0	2	-6	0	-4.5	23	-2.8	-4	43
34	O=C(NCCO)c1ccc2[nH]c3ccccc3c2c1	-7	2	1	4	-2.5	.	-1.6	-8	-6
35	Cc1ccc(C(=O)N(C)CC(=O)Nc2cccc(C)c2C)o1	-11	-4	-3	2	2.0	16	-1.8	-6	38
36	Cc1c(Cl)cccc1NC(=O)NCc1cccnc1	-3	-17	.	1	1.9	0	-2.0	-3	11
37	CCCCCCCOC(=O)c1ccc(OC(=O)c2cccnc2)cc1	-4	-6	5	-2	-3.3	10	-4.0	-4	-14
38	CCOC(=O)N1CCN(C(=O)/C(=C/c2cccs2)NC(=O)c2cccs2)CC1	3	4	2	-1	-1.1	2	-3.4	-6	49
39	O=C1C2C3C=CC(C3)C2C(=O)N1c1cccnc1 (centres undefined)	-7	-1	-4	6	-2.1	17	-4.4	-4	12
40	COc1cc(C=C2C(=O)c3ccccc3C2=O)cc(OC)c1OC	-3	2	-3	1	-1.6	-16	-2.2	9	11
41	O=C(Cc1ccccc1)NC(=S)Nc1cccc(C(F)(F)F)c1	8	-10	-1	7	0.8	3	1.1	36	26
42	COc1cnc(SCC(=O)O)[nH]c1=O	-18	-4	3	6	1.9	3	-1.0	-12	0
43	O=C(CN1CCOCC1)NNC(=S)Nc1ccccc1	-4	23	14	4	-0.7	-15	-0.3	-6	27
44	O=C(CCc1ccccc1)c1ccc2c(c1)OCCCO2	0	3	0	1	-3.1	-8	-3.9	5	7
45	CCOc1ccc(C(=O)NC(=S)Nc2cccc(NC(=O)c3ccco3)c2)cc1[N+](=O)[O-]	-14	-4	2	-5	-1.7	23	0.9	-5	-11
46	CCOc1ccc(OCC)c(NC(=O)CNS(=O)(=O)c2cccs2)c1	-6	2	1	2	1.3	13	0.6	-1	4
47	CCCCc1cc(=O)oc2cc(OCC(=O)N(CC)CC)c(Cl)cc12	6	-11	1	3	-2.2	.	-3.6	2	12
48	CC1(C)CC(C)(c2ccc(O)cc2O)N(c2ccc3ccccc3c2)C(=S)N1 (centres undefined)	-13	2	5	-3	-1.2	21	-3.0	1	-14
49	CC1CCN(S(=O)(=O)c2ccc(S(=O)(=O)NCc3ccccc3)cc2)CC1	4	-11	1	-2	-1.9	-9	0.0	-8	1
50	COc1ccc(C(=O)NNC(=S)NC(=O)c2cc(-c3ccccc3)nc3ccccc23)cc1	-13	8	4	-8	-7.0	-6	-3.4	-2	-74
51	CCC(=O)N(CCc1ccccc1)Cc1cc2ccc(OC)cc2[nH]c1=O	4	-4	1	-3	0.3	9	-0.2	-2	11
52	Cc1cccc(N/C(N)=N/c2nc(C(F)(F)F)cc(=O)[nH]2)c1C	-10	-1	-1	0	0.9	24	-1.8	5	10
53	Cc1nc2c(C(=O)N3CCOCC3)cnn2c(C)c1Cc1ccc(Cl)cc1	5	-1	-4	8	-5.1	8	0.6	-18	41
54	COC(=O)c1c(NC(=O)c2cccnc2)sc(C)c1C	-12	-5	4	2	3.3	-5	-0.2	3	20
55	Cc1csc2nc(=O)c3ccccc3n12	-17	-9	.	1	6.1	5	3.5	2	7
56	Cc1cc(C)n(-c2cccc(CN(C)Cc3nc(-c4cnccn4)no3)c2)n1	4	3	1	2	-7.5	0	-4.5	-12	52
57	C=CCn1c(N2CCCC2)nc2c1c(=O)[nH]c(=O)n2C	10	-9	0	2	-2.1	10	-4.2	10	1
58	CC1CC(C)CN(C(=O)CCn2c(=O)oc3ccccc32)C1 (centres undefined)	-10	-2	0	3	-1.4	-10	-3.0	1	14
59	O=C(C1CCN(S(=O)(=O)c2ccc(-n3cnnn3)cc2)CC1)N1CCN(c2ccccc2)CC1	13	-8	8	-2	1.3	10	-0.2	9	7
60	COc1ccc(C(CC(=O)Nc2cc(OC)cc(OC)c2)n2cccc2)cc1 (centres undefined)	3	-10	-3	3	-1.8	19	-1.3	-2	-12
61	O=C(c1cc(-c2ccccc2)nc2ccccc12)N1CCCC1	-12	2	2	-1	-2.2	11	-4.3	10	14
62	Cc1nnc2c3ccccc3c(Cl)nn12	-6	-3	-3	3	4.9	12	-1.3	-4	22
63	O=C(O)CNS(=O)(=O)c1ccc2c3c(cccc13)C(=O)N2	10	-2	.	4	0.7	4	-0.4	13	-6
